Y pestis TopoI – blocks Yersinia pestis topoisomerase I activity. Y. pestis Topo-I cleavage product accumulation, plate reader. actives 0.064% (n = 360,000). activity, % at 10 µM; in the data active = activity above about 50%, passing the limit was not always enough; inconclusive = no clear call, values can overlap the other calls; also: inactives centre near 2
BH1578 lux ind – inducers of Vibrio cholerae quorum light production without autoinducers. V. cholerae BH1578 lux reporter, luminescence, 6 h. activation, % at 18.7 µM. actives 0.16% (n = 350,000); in the data active = activation mostly above about 9.7%, no sharp cut-off; inconclusive = no clear call, values can overlap the other calls; inactive = mostly below about 3.7%; also: not every result past the cut was called active; inactives centre near 0; reference of the scale not given here
BoNT-A LC inh2 – blocks Botulinum neurotoxin A light chain protease. multiplex microsphere protease substrate cleavage, flow cytometry. inhibition, % at 10 µM. actives 0.17% (n = 360,000). AID 588499; also: plate controls were buffer without enzyme for full effect and enzyme alone for no effect
3CLpro inhibitor – SARS-CoV 3CLpro protease inhibition; P0C6X7; recombinant SARS-CoV 3CLpro, quenched FRET peptide cleavage; inhibition, % at 6 µM; actives 0.14% (n = 290,000); AID 1706; in the data active = inhibition above about 12%
PfHsp40 yeast – restores yeast growth despite PfHsp40 toxicity. growth rescue, % at 12.5 µM. actives 0.68% (n = 340,000). S. cerevisiae expressing PfHsp40, growth rescue, ATP luminescence; in the data active = growth rescue above about 28%, passing the limit was not always enough; inconclusive = no clear call, values can overlap the other calls;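 also: yeast W303a lacking pdr1 and pdr3 grown in galactose medium; growth measured after three days at 30 °C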
Anthrax LF prot – inhibitors of Bacillus anthracis lethal factor protease; P15917; multiplex microsphere protease cleavage assay, LF; inhibition, % at 10 µM; actives 0.12% (n = 360,000); AID 588501; also: plate controls were buffer without enzyme for full effect and enzyme alone for no effect
PrPC TRFRET – inhibitors of human cell surface prion protein PrPC | P04156 | TR-FRET read-out | inhibition, % at 13.8 µM | actives 0.43% (n = 370,000); in the data active = inhibition above about 24%; also: 0% = median of the test wells and 100% = reference compound wells
PriA SSB inh – blocks PriA binding to SSB C-terminal tail; AlphaScreen SSBct-PriA binding, biotinylated peptide; inhibition, % at 33 µM; actives 0.6% (n = 430,000); in the data active = inhibition mostly above about 37%, no sharp cut-off; inactive = mostly below about 20%;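 also: plate controls were negative control peptide for no effect and reference peptide for full effect; strong numbers were not always called active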
TcdB GH inh – blocks C. difficile toxin B glycohydrolase activity; P18177; TcdB glycohydrolase enzymatic assay, plate reader; inhibition, % at 9.99 µM; actives 0.24% (n = 350,000); in the data active = inhibition above about 10%
The depositor's hits bear a star; i = inactive; ? = inconclusive; . = no result given. Rule as the data show it, unless noted: active = inhibition above about 30%; inconclusive = no clear call, values can overlap the other calls; inactive = below that. Some of the compounds tested; the hit share may differ from the screen's.

SMILES	Y pestis TopoI	BH1578 lux ind	BoNT-A LC inh2	3CLpro inhibitor	PfHsp40 yeast	Anthrax LF prot	PrPC TRFRET	PriA SSB inh	TcdB GH inh
COCCN(CCOC)C(=S)Nc1cc(S(=O)(=O)N(C)C)ccc1C	-7	-0.6	-0.4	1	1.0	-5	1	-9	-0.1
O=C(CCc1cnccn1)NC1CCCc2c1cnn2-c1ccc(F)cc1F (stereo unspecified)	-9	0.5	0.2	-1	-0.3	-2	-6	10	1.2
Cc1ncc([N+](=O)[O-])n1CC(=O)Nc1ccc(F)cc1F	-2	-1.2	1.0	-4	-0.8	-4	-8	-1	0.2
Cc1cccc(C(=O)OCC(=O)NCCNC(=O)COC(=O)c2cccc(C)c2C)c1C	4	-1.0	-1.6	8	-0.7	-3	-3	-3	0.1
CCN(CC(=O)Nc1c(F)cccc1F)C(=O)c1ccc(N2C(=O)c3ccccc3C2=O)cc1	-2	-5.0	0.8	.	-1.8	0	0	-1	-0.2
COc1cc(SC)ccc1C(=O)Nc1cccc(C)n1	15	-0.4	-0.1	-3	2.1	-5	-3	3	0.6
Cc1ccc(CN2CCN(C3CSCCSC3)CC2CCO)cc1 (stereo unspecified)	-10	7.4	-0.1	-2	-0.2	-3	-12	-13	0.6
CC(=O)NC12CC3CC(C1)CC(C(=O)NCC(=O)Nc1c(C)cc(C)cc1C)(C3)C2	-2	7.1	0.9	.	1.4	-1	2	3	1.2
CCOC(=O)C1(CCOC)CCN(C/C=C/c2ccccc2OC)CC1	8	-0.9	1.2	2	2.8	4	9	-4	-9.9
O=C1NC(=O)N(c2ccccc2F)C(=O)/C1=C/c1ccc(Sc2nc3ccccc3[nH]2)o1	0	-0.2	2.2	-4	3.2	-1	8	0	-9.5
COC1C(OC(=O)/C=C/C=C/C=C/C=C/C(=O)O)CCC2(CO2)C1C1(C)OC1CC=C(C)C (stereo unspecified) (tested in a mixture with another compound)	19	i	-0.2	.	-2.8	-5	-6	.	-0.8
CCOC(=O)N1CCN(C(=O)C[C@@H]2C[C@@]3(C(=O)OC)CCCCC=C3N(Cc3cccc4ccccc34)C2=O)CC1	.	.	-0.3	.	.	-9	-5	.	1.3
CC1(C(=O)NNC(=S)NCc2ccco2)CC1(Cl)Cl (stereo unspecified)	5	i	-1.3	3	-0.2	0	-1	-4	-0.3
c1coc(C2=NC(c3ccco3)C(c3ccco3)N2)c1 (stereo unspecified)	2	i	0.5	.	-0.5	0	.	-8	.
COc1cc2cc(CN(Cc3nnnn3Cc3ccco3)C3CCCCC3)c(=O)[nH]c2cc1OC	-10	33*	-0.3	5	-0.4	-3	-4	-9	.
O=S(=O)(NCC(c1cccs1)N1CCc2ccccc2C1)c1ccccc1 (stereo unspecified)	29	-0.7	-2.8	.	1.7	0	5	-2	0.7
O=C(Nc1ccc2nc(-c3cccs3)c(-c3cccs3)nc2c1)NC1CC1	0	-0.2	83*	-3	-1.3	54*	-4	-11	.
Cc1ccc(NC(=O)CCNS(=O)(=O)c2cccc3nonc23)cc1	7	-0.3	-0.9	-3	2.0	7	-36	-9	.
Cc1nn(-c2ccccc2)c(C)c1C(=O)OCC(=O)N1c2ccccc2NC(=O)C1(C)C	25	-0.3	-0.1	1	10	1	0	-20	.
CS(=O)(=O)N(CC(=O)NCCC1=CCCCC1)c1ccc2c(c1)OCO2	-1	i	0.6	-4	3.4	-4	-1	-10	.
O=[N+]([O-])c1ccc2nc(NN=Cc3ccc(O)cc3)sc2c1	-33	i	-0.7	.	0.4	-1	-17	-7	0.7
Cc1nc([N+](=O)[O-])cn1CCCCN1C(=O)c2ccccc2C1=O	-4	-0.2	0.5	-2	-2.0	-1	4	-8	1.1
Cn1c(SCC(=O)c2ccccc2F)nnc1C1CC1	-9	i	1.0	0	-0.3	0	2	-2	.
Cn1cccc1C(=O)NC(=O)COC(=O)CCNS(=O)(=O)c1ccc(Cl)cc1	9	-2.0	0.2	.	-0.6	-3	5	-3	2.1
CSc1cccc(NC(N)=S)c1	6	-1.6	-2.7	3	-0.8	-12	2	-1	1.3
C[C@]12c3[nH]c4cc(-c5ccco5)ccc4c3CCN1C(=O)[C@@H](CC(=O)NCCC1=CCCCC1)C[C@@H]2C(=O)N1CCOCC1	26	-1.6	-0.8	.	0.4	4	.	12	.
CN(C[C@@H](Cc1cccc2ccccc12)N(C[C@H](Cc1ccccc1)N(CCc1ccccc1)N=O)N=O)N=O	-7	-4.5	0.0	4	-0.6	-1	-2	-8	1.0
CC1(C)CC(CCNC(=O)c2ccco2)CC(C)(C)N1	-1	-0.2	0.3	3	0.2	2	-3	-3	.
COc1ccc(CCNC(=O)c2cc(S(=O)(=O)N3CCOCC3)ccc2N2CCCC2)cc1OC	-4	-1.2	-0.1	.	0.7	?	0	-3	1.6
Cc1ccc(NC(=O)CCCc2ccccc2)c([N+](=O)[O-])c1	14	-1.4	0.2	1	-0.5	-5	0	36	0.0
CCC(=Nc1ccccc1NC(C)=O)c1c(O)n(C)c(=O)n(C)c1=O	0	i	-0.4	3	-1.0	1	-6	-7	-0.4
O=C1CSC(=Nc2ccc(O)cc2)N1c1ccc(O)cc1	1	i	0.1	1	0.0	-1	3	-1	.
CCOC(=O)C1(Cc2cccc(OC)c2)CCCN(C(=O)CCc2cccnc2)C1 (stereo unspecified)	13	-1.5	0.9	-2	-0.5	-9	10	-5	1.8
Cc1ccc2c(c1)cc(CN(Cc1ccco1)C(=O)N1CCOCC1)c1nnnn12	0	i	0.0	3	0.9	2	3	-7	0.7
COc1cc2c(cc1OC)C(C(=O)Nc1cccc(C)n1)C(c1cccnc1)N(C)C2=O (stereo unspecified)	-9	i	-0.4	-2	-0.3	10	-7	-11	.
Nn1c(SCc2cc([N+](=O)[O-])cc3c2OCOC3)nnc1-c1ccccn1	-2	i	0.2	-3	0.9	5	-9	-3	0.6
O=C1CC2(CCN(C(=O)c3ccccc3F)CC2)Oc2ccccc21	11	i	?	.	-0.2	?	-1	-4	-0.2
Cc1ccccc1Nc1c(-c2ccccn2)nc2c(C)cccn12	10	-2.3	-2.7	-2	1.4	-4	-2	48	2.8
CCOc1ccc(/C(O)=C2/C(=O)C(=O)N(c3cc(C)on3)C2c2ccc(C(=O)OC)cc2)cc1 (stereo unspecified)	6	.	0.8	8	-0.8	2	-1	.	.
CN(c1ccc(OCC(=O)N2CCC(C(N)=O)CC2)cc1)S(=O)(=O)c1cccs1	5	i	?	1	0.9	-7	5	-5	.
COc1cc(/C=N/NC(=O)c2cc(C)oc2C)cc(OC)c1OC	-1	0.9	0.5	-1	-2.7	-2	-5	.	-2.5
O=C(COc1ccccc1Br)N1CCN(C(=O)c2ccco2)CC1	8	-0.4	-0.1	-6	-0.6	1	0	-17	1.3
COc1ccc(CS(=O)(=O)CC(C)(O)c2ccccc2)cc1 (stereo unspecified)	3	0.5	-5.5	-4	14	-5	7	-9	1.0
CC(=O)c1sc(NC(=O)C2=NN(c3ccccc3)C(=O)CC2)nc1C	4	-0.4	0.7	2	-0.1	-3	-1	2	1.3
CCOc1ccc(S(=O)(=O)N(CC)CC(=O)NCc2ccco2)cc1C	-1	-0.3	-2.8	2	-0.5	-2	-4	-3	1.0
COc1ccccc1-c1cn[nH]c1-c1ccc(OCC(=O)NN)cc1O	10	i	-1.3	-4	1.0	-1	13	-5	0.8
Cn1c(=O)c2[nH]c(N=Nc3ccc(N)cc3N)nc2n(C)c1=O	1	-0.4	0.1	3	1.4	-3	-3	3	-1.2
COc1ccc(C(=O)OCC(=O)NC2CCCCCCC2)cc1OC	13	1.2	2.7	.	-0.1	-3	5	2	0.4
CC(SC1=NCCS1)C(=O)Nc1nnc(-c2ccc(Cl)cc2)s1 (stereo unspecified)	4	-0.2	-0.3	-1	0.1	-6	-3	-15	1.9
N#C/C(=C\c1ccccc1[N+](=O)[O-])C(=O)NC1CCCCC1	3	i	0.3	0	1.2	-2	-6	-4	1.1

The results go on:
SMILES	Y pestis TopoI	BH1578 lux ind	BoNT-A LC inh2	3CLpro inhibitor	PfHsp40 yeast	Anthrax LF prot	PrPC TRFRET	PriA SSB inh	TcdB GH inh
COc1ccc(CCN2C(=O)CC(N3CCN(S(=O)(=O)c4ccccc4)CC3)C2=O)cc1OC (stereo unspecified)	3	-0.1	-0.1	3	-0.1	2	2	-1	0.2
Cc1nnsc1-c1c(C(=O)N2CCOCC2)c(C)nn1-c1ccccc1	3	i	-1.2	-8	0.5	-7	1	3	-2.2
O=S1(=O)CCN(C2CCCCCCCCCCC2)CC1	31	i	-0.2	.	.	-2	6	.	1.0
O=C(O)CC1(CC(=O)Nc2ccc3ccccc3n2)CCCCC1	2	-0.7	-4.6	-1	0.3	-12	-1	-1	3.5
O=[N+]([O-])c1cccnc1NCCNc1ncc(C(F)(F)F)cc1Cl	-5	0.0	0.0	2	1.3	-1	-11	6	.
COCCCN(C(=O)c1ccccc1F)c1nc(-c2ccc(OC)cc2)cs1	41	4.3	-3.3	1	1.2	14	-3	5	0.2
CC1CCN(C(=O)c2nc[nH]c2C(=O)O[C@H](C)c2ccccc2)CC1	-1	-0.8	-0.7	.	0.2	-4	1	-2	-0.7
CCOC(=O)c1ccc(NC(=O)CSc2nc(N3CCOCC3)nc(N3CCOCC3)n2)cc1	3	i	0.2	-2	-0.6	7	-5	-8	4.1
O=C1CCCC2=C1C(c1ccc(O)c(O)c1)c1c(ccc3ncccc13)N2 (stereo unspecified)	-1	i	-1.1	3	1.2	-8	-15	-12	-2.2
Cc1ccc(C)c(NC(=S)NNC(=S)Nc2ccc(C(C)C)cc2)c1	8	-0.2	-1.1	1	1.2	-3	14	-3	1.4

4 compounds out of the list, ordered by SMILES length, high to low.
SMILES	Y pestis TopoI	BH1578 lux ind	BoNT-A LC inh2	3CLpro inhibitor	PfHsp40 yeast	Anthrax LF prot	PrPC TRFRET	PriA SSB inh	TcdB GH inh
COc1ccc(CCN2C(=O)CC(N3CCN(S(=O)(=O)c4ccccc4)CC3)C2=O)cc1OC (stereo unspecified)	3	-0.1	-0.1	3	-0.1	2	2	-1	0.2
CC1CCN(C(=O)c2nc[nH]c2C(=O)O[C@H](C)c2ccccc2)CC1	-1	-0.8	-0.7	.	0.2	-4	1	-2	-0.7
Cc1nnsc1-c1c(C(=O)N2CCOCC2)c(C)nn1-c1ccccc1	3	i	-1.2	-8	0.5	-7	1	3	-2.2
O=C(O)CC1(CC(=O)Nc2ccc3ccccc3n2)CCCCC1	2	-0.7	-4.6	-1	0.3	-12	-1	-1	3.5

The listing continues:
SMILES	Y pestis TopoI	BH1578 lux ind	BoNT-A LC inh2	3CLpro inhibitor	PfHsp40 yeast	Anthrax LF prot	PrPC TRFRET	PriA SSB inh	TcdB GH inh
COc1ccc(NC(=O)Cc2nnc(SCC(=O)Nc3ccccc3)n2C)cc1	9	-10	0.5	-2	-0.8	-6	2	11	1.7
Cc1ccc(-n2cccn2)c(CN2CCCC(C(=O)c3sccc3C)C2)c1 (stereo unspecified)	35	i	-3.2	0	-1.8	-10	-8	2	-0.3
CCc1ccccc1NC(=O)c1ccc(-n2c(C)ccc2C)cc1	6	i	.	1	0.1	.	-1	-2	.
COc1ccc(NC(=S)Nc2ccc(S(N)(=O)=O)cc2)c(OC)c1	-14	-0.3	0.2	-1	0.2	-5	6	-8	1.2
COc1ccccc1Oc1cc(C#N)c(C#N)cc1-n1nnc2ccccc21	-1	-0.2	1.5	-2	0.7	-8	-3	15	.
CC(C)NC(=O)C1(C)CCN1C(=O)C/C=C/c1ccccc1 (stereo unspecified)	6	-0.6	-0.4	.	.	-5	10	.	-0.4
O=C(CCCN1CCC(C(=O)c2ccc(F)cc2)CC1)c1ccc(F)cc1	9	-0.6	-2.5	-1	-1.4	-2	-11	2	2.4
COc1ccccc1-c1noc(-c2ccccc2C(=O)NCc2ccco2)n1	0	-0.3	0.0	1	5.6	-7	1	-3	-0.6
C=CCn1c(SCC(=O)c2ccc(O)c(O)c2)nnc1-c1ccc(C)cc1	6	i	0.4	.	-0.3	6	-2	12	-0.1
CCn1c(S(=O)(=O)O)nc2ccccc21	-2	0.3	0.4	4	-1.3	12	0	-4	1.3

Screens from PubChem BioAssay.
